HSF1 activator: HSF-1 activators, primary screen, NIH3T3-HGL cells, MG132 stress, luminescence, single point; activation, % at 9 µM; 300,000 compounds, 1.7% hits; AID 504408, 2011; NIH3T3-HGL HSF-1 luciferase reporter, 8 h; 100% = twice DMSO control signal;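 active = mean replicate activation of at least 50% with a set share of replicates each reaching 50%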;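 note: 0% = median of the neutral control wells and 100% = twice that signal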
GSK3A inh: blockers of GSK3A enzyme activity – biochemical, luminescence, cell-free homogeneous, HTS, primary screen; GSK-3 alpha kinase, ADP-Glo luminescence, 60 min; inhibition, % at 10 µM; 320,000 compounds, 0.1% hits; AID 2650, 2010;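 in the data active = inhibition above about 50%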;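 note: GST-tagged GSK-3 alpha with peptide substrate and 25 µM ATP; 0% = DMSO neutral wells and 100% = GW8510 positive control wells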
Target sequence (P49840 whole entry, looked up): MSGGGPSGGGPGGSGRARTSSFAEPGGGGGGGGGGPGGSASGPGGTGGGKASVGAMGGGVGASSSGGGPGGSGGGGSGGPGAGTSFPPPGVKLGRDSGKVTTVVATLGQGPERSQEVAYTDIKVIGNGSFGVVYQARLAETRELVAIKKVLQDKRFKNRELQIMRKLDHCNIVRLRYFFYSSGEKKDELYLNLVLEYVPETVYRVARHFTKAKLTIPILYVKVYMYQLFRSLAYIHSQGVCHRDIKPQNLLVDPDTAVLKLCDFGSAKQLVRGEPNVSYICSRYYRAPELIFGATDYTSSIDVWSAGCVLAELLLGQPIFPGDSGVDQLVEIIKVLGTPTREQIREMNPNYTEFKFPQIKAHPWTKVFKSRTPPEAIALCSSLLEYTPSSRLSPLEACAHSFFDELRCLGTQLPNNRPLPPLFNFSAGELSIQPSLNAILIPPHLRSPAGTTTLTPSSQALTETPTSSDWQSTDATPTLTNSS
IEC-6 tox: cytotoxicity in IEC-6 intestinal epithelial cells, primary screen, cytotoxicity control for KLF5 inhibitor project, cell-based, luminescence; 290,000 compounds, 0.78% hits; inhibition, % at 5 µM; IEC-6 cytotoxicity, luminescence viability; in the data active = inhibition above about 22%;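 note: 0% = plate median of test compound wells and 100% = cytotoxic reference compound wells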
GSK3beta inhib: human GSK3beta kinase inhibitors, primary screen, biochemical, cell-free homogeneous, HTS. Glycogen synthase kinase-3 beta (Homo sapiens), P49841. GST-GSK3beta kinase, ADP-Glo luminescence, 60 min; active compounds read low. activity score (negative = inhibition), % at 10 µM. 300,000 compounds, 0.038% hits;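 active = more than half of replicate wells score below -50%, meaning over 50% inhibition versus plate controls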;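 note: 0% = median DMSO wells and -100% = median GW8510 positive control wells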
Target sequence (P49841 whole entry, looked up): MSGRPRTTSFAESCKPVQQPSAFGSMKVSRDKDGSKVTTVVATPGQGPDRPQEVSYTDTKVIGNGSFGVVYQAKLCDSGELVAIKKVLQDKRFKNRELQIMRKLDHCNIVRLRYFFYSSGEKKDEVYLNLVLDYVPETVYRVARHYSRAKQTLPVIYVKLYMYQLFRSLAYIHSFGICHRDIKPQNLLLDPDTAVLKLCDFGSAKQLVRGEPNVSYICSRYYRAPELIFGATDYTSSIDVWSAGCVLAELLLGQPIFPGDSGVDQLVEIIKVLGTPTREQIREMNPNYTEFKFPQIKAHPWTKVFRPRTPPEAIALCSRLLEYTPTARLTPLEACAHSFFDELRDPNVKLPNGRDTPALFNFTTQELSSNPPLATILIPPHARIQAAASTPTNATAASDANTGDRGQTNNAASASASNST
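test system = GST-tagged human GSK3beta kinase, cell-free | reagent = 25 µM ATP with peptide substrate | dosing = one dose of 10 µM per compound | schedule = 60 min reaction, RT | detection = luminescent ADP-Glo measurement of ADP formed | control set = DMSO neutral wells and GW8510 at 20 µM as positive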
PolyA inh: polyadenylation inhibitors in yeast reporter cells, primary screen, luminescence, S. cerevisiae; S. cerevisiae SKY197-pL101 polyadenylation reporter, beta-gal luminescence; efflux-impaired pdr1/pdr3 knockout yeast; score 100 = 6 SD above DMSO; calls only at 12 µM; 300,000 compounds, 0.02% hits; AID 1875, 2009;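 active = lowest replicate activity score at least 50, where 100 means six control SD above control mean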;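 note: yeast exposed to compound for 9 h at 30 °C; higher score means more reporter readthrough which indicates perturbed polyadenylation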
HSP90 refold inh: HSP90 inhibitors, primary screen, cell lysate, luminescence | 290,000 compounds, 0.91% hits | Rabbit reticulocyte lysate, luciferase refolding luminescence, 3 h | inhibition, % at 5.6 µM;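 active = inhibition above the screen-wide mean plus 3 SD, computed separately per campaign, cut at about 16% in these data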;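 note: 0% = DMSO wells and 100% = 60 µM geldanamycin wells; inhibitors lower the luminescence because luciferase stays unfolded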
KLF5 inh: KLF5 expression inhibitors, primary screen, DLD-1 cells, luminescence | inhibition, % at 5 µM | 290,000 compounds, 0.23% hits | DLD-1 KLF5 promoter-luciferase reporter;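 active = inhibition above a per-plate limit of that plate's mean compound inhibition plus 3 SD, cut at about 60% in these data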;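 note: 0% = DMSO wells and 100% = LY294002 at 200 µM; higher means less KLF5 promoter-driven luciferase light; inactives centre near -14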
AI-2 QS modul: Vibrio harveyi AI-2 quorum sensing modulators, primary screen, JMH597 strain, luminescence/OD600 ratio | 300,000 compounds, 0.4% hits | Vibrio harveyi JMH597 AI-2 luminescence/OD600 ratio, 9 h; active compounds read low; strain lacks LuxN and CqsS sensors; 0 = neutral-control median | activity change, % at 7.5 µM; in the data active = activity change below about -75%, passing the limit was not always enough;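 note: luminescence divided by OD600 gain over 9 h not by final OD600 alone; inactives centre near 13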
HSF1 inhib: HSF1 inhibitors in luciferase reporter cells, primary screen, cell-based, NIH3T3, luminescence; NIH3T3-HGL HSE-luciferase, MG132-induced, luminescence 8 h; active compounds read low; activity change, negative = inhibition, % at 7.5 µM (by protocol); 300,000 compounds, 0.77% hits; AID 2098, 2009;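 active = more than half of replicate wells show activity change below -50%, luminescence cut by over half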;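 note: luciferase reports HSF-1 transcriptional activity via heat shock element; 0% = median of DMSO wells and -100% = zero luminescence signal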
aSyn 5UTR inh: MLPCN primary screen, SNCA 5' untranslated region; alpha-synuclein 5'UTR reporter, inhibitor activity; inhibition, % (tested at 7.5 µM); 300,000 compounds, 0.82% hits; AID 1813, 2009; in the data active = inhibition above about 60%;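 note: H4 neuroglioblastoma cells stably carrying SNCA 5'UTR luciferase fusion; 0% = DMSO wells and 100% = positive control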
* hit, by the source's call; i = inactive; / = no result given. Only part of the results is shown (hit frequency here may not be typical).

1) CC(C)c1[nH]nc2c1C(c1cccc(OC(=O)N3CCOCC3)c1)C(C#N)=C(N)O2 (centres undefined)
2) CC(C)(C)C(=O)Nc1cc2c3c(c1)CC(=O)N3CCC2
3) NC(=O)N1N=C2/C(=C/c3ccccc3)CCCC2C1c1ccccc1 (centres undefined)
4) CC(=O)c1coc2ccc(OCC(=O)O)cc12
5) CC1=CCC2C(=O)N(c3cccc(C(=O)NCc4ccccc4)c3)C(=O)C2C1 (centres undefined)
6) Cc1ccc(N2CCN(S(=O)(=O)c3ccc(F)cc3)CC2)c(C)c1
7) CCc1cccc(Nc2c3c(nc4ncnn24)CCC3)c1
8) Oc1ccc(N=Nc2nccs2)c(O)c1
9) CN(C)C(=S)NC(=NCc1ccc([N+](=O)[O-])cc1)c1ccccc1
10) Cc1ccc(NC(=O)c2oc3ccccc3c2NC(=O)C2CC2)cc1
Screen / compound no.	1	2	3	4	5	6	7	8	9	10
HSF1 activator	-10	-17	-10	-12	0	10	-6	12	23	-2
GSK3A inh	4	-2	0	48	-1	-3	5	3	1	-1
IEC-6 tox	2	-4	3	4	5	-6	5	2	-2	-2
GSK3beta inhib	1	0	2	-16	0	2	-3	0	-5	0
PolyA inh	i	i	i	i	i	i	i	i	i	/
HSP90 refold inh	2	4	-2	3	0	-1	6	0	1	3
KLF5 inh	-39	-7	-8	-9	-33	-25	18	11	-25	-3
AI-2 QS modul	45	33	1	31	9	29	7	-86*	20	19
HSF1 inhib	1	-9	0	-3	14	3	-2	2	7	-16
aSyn 5UTR inh	9	-11	23	-3	-6	-4	24	24	-44	-30

11) COc1ccc(C2(C(=O)Nc3cc(C)on3)CCOCC2)cc1
12) CCN(CCCNC(=O)c1[nH]c(C)c(C(C)=O)c1C)c1ccccc1
13) O=C(CCl)N(C/C=C/c1ccccc1)c1ccc2c(c1)OCCO2
14) C#CCOCCOCCOCCNc1nc(N2CCN(C(=O)[C@H](CCC(=O)O)n3cc(C(N)CO)nn3)CC2)nc(N2CCN(C(=O)[C@H](CCCCN)n3cc(C(N)[C@H](C)CC)nn3)CC2)n1 (some centres undefined)
15) Cc1cc(C)nc(-n2ncc3c2CC(c2cccc(Cl)c2)CC3=O)n1 (centres undefined)
16) COc1ccc2c(c1OC)C(=O)OC2Nc1nc(-c2ccc([N+](=O)[O-])cc2)cs1 (centres undefined)
17) NC(=O)c1cc(-c2ccccc2)nc(N2CCCCCC2)n1
18) CCOc1ccc(-c2nnc(-c3ccncc3)o2)cc1
19) COc1ccc(N2Cc3cccc(C(=O)O)c3C2=O)cc1
20) COc1ccc2c(c1)C(c1ccc(C)o1)=NNC(c1cccnc1)=N2
Screen / compound no.	11	12	13	14	15	16	17	18	19	20
HSF1 activator	5	24	-79	-19	11	10	20	52*	-16	17
GSK3A inh	5	2	0	/	-7	4	-1	-2	-2	-3
IEC-6 tox	0	-7	4	/	6	-4	2	1	-3	6
GSK3beta inhib	-3	0	-4	1	-2	-3	3	1	1	0
PolyA inh	i	i	i	i	i	i	i	i	i	i
HSP90 refold inh	5	-1	3	/	-1	0	0	0	0	-3
KLF5 inh	-23	-21	-25	/	-2	-31	-13	-152	-9	-6
AI-2 QS modul	20	13	10	-1	9	21	13	11	6	14
HSF1 inhib	-5	19	-77*	-3	2	15	1	16	-7	10
aSyn 5UTR inh	-14	-2	-81	-16	13	-56	14	-63	-8	-17

An excerpt from above in order of the GSK3A inh value, lowest first:
No.	molecule	GSK3A inh
15	Cc1cc(C)nc(-n2ncc3c2CC(c2cccc(Cl)c2)CC3=O)n1 (centres undefined)	-7
13	O=C(CCl)N(C/C=C/c1ccccc1)c1ccc2c(c1)OCCO2	0
12	CCN(CCCNC(=O)c1[nH]c(C)c(C(C)=O)c1C)c1ccccc1	2
11	COc1ccc(C2(C(=O)Nc3cc(C)on3)CCOCC2)cc1	5

Further compounds follow.
21) COc1ccc(OCC(=O)Nc2ccc3c(c2)n(C)c(=O)n3C)cc1
22) COc1ccc(C2CC(=O)C(C=NCCN3CCN(C(=S)Nc4ccccc4)CC3)=C(O)C2)cc1 (centres undefined)
23) CCOc1ccc(NC(=O)CSc2nc3ccccc3nc2N2CCCC2)cc1
24) COc1ccc(Nc2oc(-c3ccccc3Cl)nc2C#N)cc1
25) Oc1cccc(/C=N/N2CCN(C3c4ccccc4-c4ccccc43)CC2)c1
26) Cc1ccc(-c2nc3ccccc3s2)cc1NC(=S)NC(=O)c1cccc2ccccc12
27) CCOC(=O)c1ccc(NC(=S)NC2CCCC2)cc1
28) Cc1ccc[n+](C(C)C(=O)Nc2ccc(C)c(C)c2)c1 (centres undefined)
29) Cc1cc(C(F)(F)F)n2nc(C)c(-c3ccc(Cl)cc3)c2n1
30) O=C(OCc1nc2ccccc2[n+]([O-])c1C(=O)c1ccccc1)c1cccnc1
Screen / compound no.	21	22	23	24	25	26	27	28	29	30
HSF1 activator	2	6	-10	12	9	35	-29	-13	-9	-8
GSK3A inh	0	-4	0	-1	-1	0	-1	-1	-4	-3
IEC-6 tox	5	-5	-6	26*	3	-5	0	5	-2	2
GSK3beta inhib	0	3	-3	0	0	0	-3	0	-1	-1
PolyA inh	i	i	i	/	i	i	i	i	i	i
HSP90 refold inh	11	0	2	-8	2	-6	-1	7	1	-2
KLF5 inh	2	-9	-1	19	-1	12	1	-17	-24	-30
AI-2 QS modul	17	2	4	11	22	-1	9	3	15	22
HSF1 inhib	1	12	-2	3	3	12	-22	-7	-6	1
aSyn 5UTR inh	-9	-18	23	-108	-9	-97	-61	-6	18	1

31) O=c1cc(Cc2ccccc2)[nH]c(=S)[nH]1
32) CC(=O)Oc1ccc(C(C)=O)c2c1OCCO2
33) c1csc(C2Nc3ccccc3-c3nc4ccccc4n32)c1 (centres undefined)
34) CCC1(C)COC2(OC1)C(=O)Nc1ccccc12 (centres undefined)
35) Cc1n[nH]c(C)c1CN(C)C(=O)C1CCC(=O)N(CCc2cccc(F)c2)C1 (centres undefined)
36) CCN(CC)CCCNC(=O)COc1ccc2oc3c(c2c1)CCCC3
37) CCC(=O)Nc1ccc(OCc2nc3ccccc3s2)cc1
38) O=C(Nc1ccc2c(c1)OCO2)N1CCCc2ccccc21
39) CCOC(=O)CSc1nc2ccc(NC(=O)CSc3nnnn3Cc3ccccc3)cc2s1
40) O=C1CC(N2CCC(Cc3ccccc3)CC2)C(=O)N1CCc1ccccc1 (centres undefined)
Screen / compound no.	31	32	33	34	35	36	37	38	39	40
HSF1 activator	-2	5	15	1	-16	-1	28	-4	-1	-8
GSK3A inh	-1	1	1	-1	0	0	-1	-3	-1	-1
IEC-6 tox	-2	6	9	0	-8	5	-2	-2	-4	1
GSK3beta inhib	3	1	3	1	1	1	2	3	-4	2
PolyA inh	i	i	i	i	i	i	i	i	i	i
HSP90 refold inh	-1	6	4	3	1	-1	0	-2	0	3
KLF5 inh	7	-3	-73	-6	-25	-35	-95	-65	-2	-1
AI-2 QS modul	-10	4	24	34	12	29	18	-1	33	6
HSF1 inhib	-9	-3	8	-1	-7	-2	18	-9	-7	-1
aSyn 5UTR inh	-20	15	-83	2	5	5	-125	-103	15	25

Arranged by length of the SMILES (high to low): part of the list above.
35) Cc1n[nH]c(C)c1CN(C)C(=O)C1CCC(=O)N(CCc2cccc(F)c2)C1 (centres undefined)
39) CCOC(=O)CSc1nc2ccc(NC(=O)CSc3nnnn3Cc3ccccc3)cc2s1
36) CCN(CC)CCCNC(=O)COc1ccc2oc3c(c2c1)CCCC3
34) CCC1(C)COC2(OC1)C(=O)Nc1ccccc12 (centres undefined)
32) CC(=O)Oc1ccc(C(C)=O)c2c1OCCO2
Screen / compound no.	35	39	36	34	32
HSF1 activator	-16	-1	-1	1	5
GSK3A inh	0	-1	0	-1	1
IEC-6 tox	-8	-4	5	0	6
GSK3beta inhib	1	-4	1	1	1
PolyA inh	i	i	i	i	i
HSP90 refold inh	1	0	-1	3	6
KLF5 inh	-25	-2	-35	-6	-3
AI-2 QS modul	12	33	29	34	4
HSF1 inhib	-7	-7	-2	-1	-3
aSyn 5UTR inh	5	15	5	2	15

Additional entries
41) Cc1cccc(NS(=O)(=O)c2cccc3cccnc23)n1
42) Cc1cccc(NC(=S)NCC2CCCO2)c1 (centres undefined)
43) Cc1ccc(-c2cc(Cc3cccs3)c(=O)[nH]n2)cc1
44) COC(=O)c1ccccc1Oc1nc(Cl)cc(OC)n1
45) O=c1ccnc(SCn2nnc3ccccc3c2=O)[nH]1
46) Cc1ccc(Cn2c(=N)n(CC(O)COc3ccccc3)c3ccccc32)cc1 (centres undefined)
47) COc1ccc(-c2csc(NC(=O)CN3C(=O)NC4(CCCC4)C3=O)n2)cc1
48) Cc1nnc2ccc(-c3ccc(NS(C)(=O)=O)cc3)nn12
49) COc1ccc(C(=O)NCC(c2ccco2)N2CCc3ccccc32)c(OC)c1 (centres undefined)
50) CCCN1CCN(C(=O)C2CCN(S(=O)(=O)c3c(C)noc3/C=C/c3ccc(C)cc3)CC2)CC1
Screen / compound no.	41	42	43	44	45	46	47	48	49	50
HSF1 activator	-2	6	17	5	-10	17	-3	-4	11	-13
GSK3A inh	-5	-2	-1	0	-2	7	-3	0	3	1
IEC-6 tox	-2	-4	4	-3	-7	6	/	1	/	-1
GSK3beta inhib	-2	0	2	6	1	-4	1	1	7	1
PolyA inh	i	i	i	i	i	i	i	i	i	i
HSP90 refold inh	-4	0	5	6	0	9	/	2	/	-3
KLF5 inh	-20	-17	12	-49	-16	3	/	-17	/	-6
AI-2 QS modul	18	9	19	13	34	6	-4	19	22	9
HSF1 inhib	-5	1	-8	2	3	11	4	1	9	1
aSyn 5UTR inh	-38	-29	13	16	-47	9	8	25	16	2

51) Cc1cc(S(=O)(=O)NCC2CC2)c(Cl)cc1Cl
52) Cc1cccc2sc(N(CCN(C)C)C(=O)c3ccc4ccccc4c3)nc12
53) COc1cc(/C=N/NC(=O)c2ccc(O)cc2)ccc1Oc1ccc([N+](=O)[O-])cn1
54) CC(C)CNC(=O)COC(=O)c1ccc([N+](=O)[O-])cc1Cl
55) CCOC(=O)c1[nH]c2ccc(OC)cc2c1NC(=S)N1CCN(c2ccc(F)cc2)CC1
Screen / compound no.	51	52	53	54	55
HSF1 activator	1	2	29	-4	45
GSK3A inh	-2	-2	5	/	-3
IEC-6 tox	-4	-1	3	-4	1
GSK3beta inhib	-2	-2	4	2	0
PolyA inh	i	i	i	i	i
HSP90 refold inh	0	2	2	3	3
KLF5 inh	-43	11	-14	-7	-15
AI-2 QS modul	8	4	6	38	10
HSF1 inhib	3	-1	1	-4	4
aSyn 5UTR inh	-2	8	-2	-28	10
